# Source: PubChem BioAssay (National Center for Advancing Translational Sciences (NCATS))
# APE1 inh – blocks human APE1 abasic DNA cleavage. recombinant APE1, TAMRA/BHQ-2 abasic DNA cleavage fluorescence. Potency, µM (highest dose often 65.8 µM), for the others: top-dose activity change, negative = inhibition, hits mostly inhibitors. 350,000 compounds, 0.35% hits;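 note: potency is the fitted concentration of half-maximal effect; plate controls were vehicle for no effect and reference inhibitor for full effect; nearly all actives have a fitted effect of over 55% in size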
#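 Compound pre-exposure to 0.75 nM APE1, 15 min at ambient temperature. Reaction initiated with 50 nM TAMRA/BHQ-2 THF substrate, read immediately in kinetic mode, 525 nm excitation, 598 nm emission.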
# LDHA inh – blocks human lactate dehydrogenase A. P00338. purified LDHA, NADH/diaphorase-resazurin fluorescence; active compounds read low. activity change, % (values are at about 110 or 230 µM). 480,000 compounds, 0.15% hits; in the data active = activity change below about -30%; inconclusive = mostly about -25% to -30%;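 note: plate controls were DMSO wells for no effect and wells without enzyme for full effect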
#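 Human LDH5 (2 nM) was incubated with 0.06 mM NADH and 0.2 mM pyruvate for 5 min at room temperature in Tris pH 7.4. Remaining NADH was coupled through diaphorase/resazurin, and resorufin fluorescence was read at 0 and 20 min.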
# POLH inh – DNA polymerase eta (human) inhibition. Q9Y253. recombinant Pol eta, fluorescent DNA replication assay. Potency, µM (titrated, usually from 114 µM), without a hit: at the top dose activity change, negative = inhibition, actives largely listed as inhibitors. 390,000 compounds, 1.2% hits; note: potency is the fitted concentration of half-maximal effect; % is set by controls: 0 for no effect and ±100 for the full control effect
#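 Pol eta at 10 nM preincubated with compounds 15 min at room temperature; reaction started with fluorescent substrate (50 nM final) and read kinetically at 0 and 10 min.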
# Glioma ERSR ind – induces the endoplasmic reticulum stress response in human glioma cells | U87-MG GRP78 promoter luciferase reporter, 16 h | Potency, µM, for inactives: at the highest dose activation, actives largely listed as activators | 420,000 compounds, 0.02% hits; note: potency is the fitted concentration of half-maximal effect; series mostly up to about 76 µM; % of control where 0% means no effect; nearly all actives have a fitted effect of over 35% in size
#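 ERSR induction read as luciferase luminescence (Bright-Glo, 10 min at room temperature) in stably transfected human U87-MG glioma cells exposed to compounds for 16 h, using GRP78 as sensor.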
# POLI inh – blocks human DNA polymerase iota activity | Q9UNA4 | Pol iota fluorescent replication assay, 10 min | Potency, µM (doses to about 115 µM), inactives show at the highest dose activity, negative = inhibition, usual class: inhibitors | 390,000 compounds, 1% hits; note: potency is the fitted concentration of half-maximal effect
#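 Pol iota at 10 nM preincubated 15 min with compounds at room temperature; reaction started with fluorescent substrate, 50 nM final. Fluorescence read kinetically at 0 and 10 min; buffer-only wells as negative control.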
# BLM helicase inh – inhibitors of human Bloom syndrome helicase BLM; P54132; recombinant BLM DNA unwinding, fluorescence dequenching; Potency, µM (highest dose often 56.1 µM), for the others: at the highest dose activity change, negative = inhibition, actives largely listed as inhibitors; 350,000 compounds, 0.2% hits;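 note: potency is the fitted concentration of half-maximal effect; plate controls were vehicle for no effect and no enzyme for full effect; nearly all actives have a fitted effect of over 35% in size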
# Anesthetic bind – candidate novel general anesthetic via apoferritin binding; P02791; Potency, µM (series often up to 77.5 µM), without a hit: at the top dose activity change, negative = displacement, most hits filed as inhibitors; apoferritin/1-aminoanthracene competitive binding, fluorescence; 350,000 compounds, 0.074% hits; note: potency is the fitted concentration of half-maximal effect; % is set by controls: 0 for no effect and ±100 for the full control effect; nearly all actives have a fitted effect of over 20% in size
# Target sequence (P02791 2-175 limits assumed): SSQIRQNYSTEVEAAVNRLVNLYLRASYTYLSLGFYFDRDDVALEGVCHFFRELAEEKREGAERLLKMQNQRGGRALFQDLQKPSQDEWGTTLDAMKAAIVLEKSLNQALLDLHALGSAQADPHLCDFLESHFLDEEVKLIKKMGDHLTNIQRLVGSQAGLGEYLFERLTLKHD
#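 Read-out: endpoint 1-AMA fluorescence, excitation 380 nm and emission 535 nm, after compounds sit 10 min at room temperature with 10 uM horse-spleen apoferritin in 50% saturated 1-AMA/PBS. Values come from four-parameter Hill fits.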
# POLB inh – DNA polymerase beta (human) inhibition | P06746 | Pol beta primer extension/strand displacement, fluorescence kinetic | Potency, µM (series often up to 114 µM), for inactives: at the top dose activity change, negative = inhibition, hits mostly inhibitors | 340,000 compounds, 1.3% hits | AID 485314; note: potency is the fitted concentration of half-maximal effect; % is set by controls: 0 for no effect and ±100 for the full control effect
#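 Kinetic readout of DNA synthesis with strand displacement by Pol beta. Compound and 10 nM enzyme sit 15 min at room temperature; 50 nM substrate starts the reaction, read immediately and at 10 min.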
# POLK inh – inhibitors of human DNA polymerase kappa | Q9UBT6 | purified Pol kappa, fluorescent DNA synthesis assay, 10 min | Potency, µM (top dose mostly 107 µM), for inactives: top-dose activity, negative = inhibition, hits mostly inhibitors | 400,000 compounds, 0.53% hits | AID 588579; note: potency is the fitted concentration of half-maximal effect; % is set by controls: 0 for no effect and ±100 for the full control effect
# Target sequence (Q9UBT6 whole entry, looked up): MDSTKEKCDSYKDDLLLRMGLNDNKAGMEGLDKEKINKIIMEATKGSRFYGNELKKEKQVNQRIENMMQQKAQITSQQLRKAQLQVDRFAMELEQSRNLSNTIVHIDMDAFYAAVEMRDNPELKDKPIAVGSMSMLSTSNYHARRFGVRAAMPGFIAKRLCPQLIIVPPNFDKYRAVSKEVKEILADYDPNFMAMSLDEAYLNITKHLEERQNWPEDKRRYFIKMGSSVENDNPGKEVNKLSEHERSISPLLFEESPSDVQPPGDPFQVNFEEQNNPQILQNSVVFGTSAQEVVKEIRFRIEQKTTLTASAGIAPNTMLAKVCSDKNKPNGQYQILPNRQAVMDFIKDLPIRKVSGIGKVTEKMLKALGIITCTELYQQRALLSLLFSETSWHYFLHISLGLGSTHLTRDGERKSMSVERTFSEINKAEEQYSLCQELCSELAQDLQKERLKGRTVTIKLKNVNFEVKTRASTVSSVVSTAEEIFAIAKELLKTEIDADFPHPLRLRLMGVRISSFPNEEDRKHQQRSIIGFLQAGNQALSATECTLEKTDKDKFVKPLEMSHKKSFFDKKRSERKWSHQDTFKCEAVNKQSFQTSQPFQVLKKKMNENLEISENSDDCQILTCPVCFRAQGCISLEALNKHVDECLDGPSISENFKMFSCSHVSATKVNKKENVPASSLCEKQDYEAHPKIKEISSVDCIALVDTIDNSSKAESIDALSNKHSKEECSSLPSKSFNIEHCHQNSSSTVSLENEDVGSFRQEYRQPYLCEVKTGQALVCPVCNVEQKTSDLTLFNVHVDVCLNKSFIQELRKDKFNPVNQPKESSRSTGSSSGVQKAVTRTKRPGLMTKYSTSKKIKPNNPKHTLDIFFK
#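 50 nM final substrate added after 15 min RT preincubation of 10 nM Pol kappa with compound; fluorescence read at 0 and 10 min.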
# An asterisk follows results filed as active; u = inconclusive; x = no result given; & = joins results of further samples; [ ] = another dose, or the depositor's remark. Unless noted, calls come from the whole dose curve; as a rule, active = well fitted curve in the direction sought with a large enough effect; inconclusive = small, poorly fitted or top-dose-only effect, or another doubt; inactive = no such curve, though single readings can be large; an effect the other way counts as inactive or inconclusive. These rows are one share of the data; the hit share may differ from the screen's.
# Results follow in this order: POLI inh	POLK inh	Glioma ERSR ind	POLB inh	BLM helicase inh	Anesthetic bind	POLH inh	APE1 inh	LDHA inh
> COCCCn1c(Cc2ccccc2)nnc1SCC(=O)N1CCCCC1
 : 10.3%	-2.8%	1.9%	4.3%	3.1%	-12.0%	-13.8%	1.2%	0.6
> CC1(C)Oc2ccc(C(=O)N3CCOCC3)cc2N(CC(=O)Nc2ccccc2)C1=O
 : 7.4%	-11.6%	-2.9%	29.4%	0.8%	-12.3%	-7.7%	1.1%	2.2
> ClC1(Cl)CC1Cn1c(C2CC2)nc2ccccc21 (stereo unspecified)
 : -3.6%	0.5%	-3.0%	-1.9%	-5.4%	-4.8%	-4.9%	8.3%	-2.9
> Cc1ccc(NC(=O)CSc2nnc(CNC(=O)c3ccccc3F)o2)cc1
 : -2.1%	-11.3%	-1.7%	-1.0%	-0.6%	-11.8%	5.5%	1.5%	-2.5
> Cc1ccccc1Nc1nc2ccccc2n1C(C)C
 : 16.4%	-3.1%	-6.2%	24.6%	0.0%	-3.1%	-11.8%	16.8%	-2.4
> O=C(O)c1ccccc1N1C(=O)C2C3CCC(C3)C2C1=O (stereo unspecified)
 : 85.0%[activator]	3.5%	-1.2%	8.0%	1.9%	-0.5%	-19.5%	-0.7%	-1.5
> Cc1ccc(C)c(S(=O)(=O)N(C)c2ccc(OC(=O)CN3C(=O)NC4(CCCC4)C3=O)cc2)c1
 : 15.4%	0.1%	0.3%	x	x	x	-16.4%	x	0.7
> CCOc1ccccc1NC(=O)CSc1nncc2ccccc12
 : -5.1%	-5.7%	-2.1%	14.2%	1.8%	-7.4%	6.0%	3.1%	-8.9
> COCCNC(=O)CSc1nnc(-c2ccc(OC)c(OC)c2)c(-c2ccc(OC)c(OC)c2)n1
 : 33.1%[activator]	-5.6%[60.1 µM]	-1.5%	9.3%	1.5%	-11.7%	-8.9%	x	-7.5
> CCc1nn2c(=O)cc(COC(=O)c3ccc(NC(=O)CCc4ccccc4)cc3)nc2s1
 : 6.6%	-8.2%[60.1 µM]	-1.2%	-17.9%	-9.9%	-3.6%	-7.5%	x	-6.5
> Nc1ccccc1C(=O)NCc1ccco1
 : 55.7%[activator]	-8.8%	-0.1%	-0.2%	-3.3%	-5.1%	-7.8%	33.4%	-9.6&-2.6
> Cc1ccc(-c2cc(C(F)(F)F)c(C#N)c(SCC(=O)Nc3ccccc3F)n2)cc1
 : 48.4%[activator]	2.8%	1.2%	2.4%	-1.6%	63.2%[activator]	-15.3%	x	-9.5
> CC(C)(C)SCCNC(=O)CSCc1ccc([N+](=O)[O-])cc1
 : 14.7%	-0.4%	0.6%	16.8%	0.3%	-20.4%	u	-0.4%	-4.0
> COc1cccc(N2CCN(C(=O)CN(C)S(=O)(=O)c3ccc4c(c3)c(=O)n(C)c(=O)n4C)CC2)c1
 : 59.5%[activator]	-12.4%	-4.1%	6.4%	-7.9%	-22.5%	-14.8%	-0.3%	-4.1
> CCN1C(=NCc2cc(OC)c(OC)c(OC)c2)N[C@@H](c2cccc(C(F)(F)F)c2)C(C(=O)OC)=C1C
 : 85.2%[activator]	-3.7%	-5.8%	7.6%	-3.2%	u	-15.7%	13.7%&20.9%	4.8
> O=C1CCCC2=C1C(c1ccc(O)c(O)c1)Nc1ccc3ccccc3c12 (stereo unspecified)
 : 79.4µM*	u	1.3%	x	x	x	u	x	1.6
> CCN(CC)CCNC(=O)C1CCC(=O)N(c2ccc(OC)cc2)C1c1ccc(F)cc1 (stereo unspecified)
 : 4.8%	-12.8%	-6.7%	18.7%	0.5%	-9.9%	-1.3%	-4.2%	-7.2
> CCn1c(COc2ccc(=O)n(-c3ccccc3)n2)nnc1SCc1ccccc1C
 : -9.5%	5.6%	-3.8%	-0.2%	-0.1%	0.5%	-8.3%	-1.2%	2.9
> O=C(Nc1cccc(Cl)c1)Nc1ccnc(-c2cccnc2)n1
 : 3.9%	-2.7%	-4.8%	-18.7%	-3.3%	-15.2%	-11.7%	0.5%	0.3
> COc1ccccc1C(CNC(=O)c1ccc(NS(=O)(=O)c2ccc3c(c2)OCCO3)cc1)N(C)C (stereo unspecified)
 : -16.1%	-5.3%	-6.2%	x	x	x	-1.4%	44.1%[activator]	-4.7
> O=C(OCC(=O)N1CCN(S(=O)(=O)c2ccc(Cl)cc2)CC1)c1cccc(OC(F)F)c1
 : -7.1%	-2.7%	-6.5%	x	x	x	-11.7%	-9.0%	-4.0
> CCOC(=O)c1c(-c2ccc(C)cc2)csc1NC(=O)/C(C#N)=C/c1ccc(O)c(OC)c1
 : u	-31.5%	-0.9%	4.5%	-17.9%	-12.2%	28.2µM*	-5.6%	-8.0
> Cc1ccc(NC(=O)c2c(NC(=O)c3ccc(F)cc3)sc3c2CCCC3)cc1C
 : 29.4%	-8.4%	-0.2%	3.6%	-5.2%	-6.9%	-6.3%	x	-8.0
> C=CCn1c(SCC(=O)O)nnc1-c1cccs1
 : 11.4%	-11.9%	-4.8%	0.7%	1.6%	-8.7%	1.1%	-1.3%	0.0
> CNC(=O)c1c(NC(=O)c2nc3ccccc3s2)sc2c1CCC2
 : x	x	x	44.7µM*	-9.5%	-14.1%	x	-6.1%	x
> COC(=O)c1ccsc1NC(=O)C1COc2ccccc2O1 (stereo unspecified)
 : -0.1%	1.1%	-2.9%	6.3%	-2.9%	-19.4%	-16.2%	-3.4%	-0.1
> O=C(c1cc2ccccc2oc1=O)N1CCSC1c1ccco1 (stereo unspecified)
 : 16.3%	-2.4%	-5.6%	-3.1%	-12.5%	-10.4%	17.1%	13.2%	-0.3
> Cc1ccccc1NC1=NC(=S)N(CC(N)=O)C12CCOC(C)(C)C2 (stereo unspecified)
 : -2.8%	0.7%	-4.2%	2.4%	-3.4%	2.5%	0.0%	17.1%	-7.1
> COc1cc(C(C)=O)ccc1COc1ccc(C(=O)O)cc1OC
 : u	-5.8%	-1.8%	-19.2%	2.6%	-9.7%	4.9%	-1.4%	-6.1
> O=C1NC2(CCCc3ccccc32)C(=O)N1Cc1nnc(-c2ccccc2Br)o1 (stereo unspecified)
 : 2.9%	-3.1%	-4.1%	0.2%	-10.6%	-14.0%	u	-8.5%	-1.5
> O=C(C1CC1)N1N=C(c2ccc(Br)cc2)CC1(O)C(F)(F)F (stereo unspecified)
 : 0.2%	4.2%	-3.4%	15.4%	-6.1%	-18.9%	-20.1%	-3.0%	-1.0
> CN(C)c1cc[n+](CC(=O)Nc2ccccc2C(F)(F)F)cc1
 : -11.6%	0.1%	-1.6%	-1.4%	-6.8%	-5.0%	-14.1%	14.4%	-1.1
> COc1ccc(Cc2nc3ccc(C(=O)NCC4CCOCC4)cc3o2)cc1OC
 : 3.0%	-1.4%	-3.2%	38.3%	-2.2%	-6.6%	-12.4%	-1.2%	-3.4
> C=CCN(CC=C)C(=O)c1ccc(OC2CCN(S(=O)(=O)N(C)C)CC2)cc1
 : 155.3%[activator]	-2.7%	0.6%	7.4%	-6.1%	-13.0%	u	7.4%	-8.5
> O=C(CC1SC(N2CCCCC2)=NC1=O)Nc1ccc(C(=O)Nc2ccccc2)cc1 (stereo unspecified)
 : 13.9%	-2.2%	-1.4%	x	x	x	-15.0%	15.4%	-0.8
> O=C1CCCCN1CCC(=O)N1CCCC(N2CCN(c3cccc(Cl)c3)CC2)C1 (stereo unspecified)
 : 26.1%	-0.6%	3.0%	-25.3%	-7.0%	-1.9%	0.3%	1.9%	-4.2
> O=C(NCCCNC(=O)c1ccccn1)c1ccc(Cl)cc1
 : 2.0%	6.7%	-0.8%	14.3%	-5.9%	-1.9%	-9.5%	22.6%	1.1
> COc1ccccc1-n1c(SC)nc2c(sc(=S)n2-c2ccccc2)c1=O
 : 18.0%	-1.1%	-0.9%	21.4%	-3.8%	-2.9%	-23.7%	-8.1%	0.5
> CC(=O)Nc1ccc(N2C(=O)CSC2c2cccc([N+](=O)[O-])c2)cc1 (stereo unspecified)
 : 38.6%[activator]	-0.6%	-0.4%	2.4%	-2.4%	-15.7%	-5.6%	-2.3%	-5.5
> CCCCN(CC)CCNC(=O)C1CCCN(S(=O)(=O)c2cccc3nsnc23)C1 (stereo unspecified)
 : 20.5%&25.3%	7.8%&3.4%	-1.4%&-1.0%	84.9%&34.6%	2.3%&0.0%	-2.6%&0.5%	-20.9%&-13.9%	22.5%	-0.6&4.5
> N#Cc1ccc(NC(=O)CN2CCN(c3ccccn3)CC2)cc1
 : 28.4%	-1.4%	-0.7%	36.8%	1.8%	-3.3%	7.7%	-4.1%	2.1
> COc1ccccc1N(CC(=O)N/N=C(\C)c1ccccc1O)S(=O)(=O)c1ccc(C)cc1
 : -3.3%	1.7%	-2.2%	28.6%	-9.5%	-4.4%	-14.1%	12.7%	-4.3
> CCOc1ccccc1C(=O)Nc1ccc(C(=O)c2ccccc2)cc1
 : 5.0%	-8.1%	4.2%	-0.9%	-12.4%	-12.1%	5.1%	41.5%	-15.0
> CCn1c(SCC(=O)c2cc(C)n(-c3ccc(C(=O)OC)cc3)c2C)nnc1-c1cccnc1
 : -1.5%	7.6%	-6.7%	-12.6%	2.1%	u	-11.3%	-1.9%	5.8

# Single records, from the list above.
# O=C(NCCCNC(=O)c1ccccn1)c1ccc(Cl)cc1 in the list: POLI inh = 2.0%; POLK inh = 6.7%; Glioma ERSR ind = -0.8%; POLB inh = 14.3%; BLM helicase inh = -5.9%; Anesthetic bind = -1.9%; POLH inh = -9.5%; APE1 inh = 22.6%; LDHA inh = 1.1
# O=C1CCCCN1CCC(=O)N1CCCC(N2CCN(c3cccc(Cl)c3)CC2)C1 (stereo unspecified) in the list: POLI inh = 26.1%; POLK inh = -0.6%; Glioma ERSR ind = 3.0%; POLB inh = -25.3%; BLM helicase inh = -7.0%; Anesthetic bind = -1.9%; POLH inh = 0.3%; APE1 inh = 1.9%; LDHA inh = -4.2
